PABP1 MLLE inh: inhibitors of PABP1 MLLE–PAM2 peptide binding, primary screen, biochemical, fluorescence polarization, FITC-PAM2, GST-MLLE | AID 588489, 2011 | 360,000 tested, 0.36% active | inhibition, % at 20 µM; in the data active means inhibition above about 35%, passing the limit was not always enough;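 further: plate controls were DMSO wells with GST-MLLE for no effect and wells lacking GST-MLLE protein for full effect; some results filed as inactive read as strong as hits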
Target sequence (P11940 whole entry, looked up): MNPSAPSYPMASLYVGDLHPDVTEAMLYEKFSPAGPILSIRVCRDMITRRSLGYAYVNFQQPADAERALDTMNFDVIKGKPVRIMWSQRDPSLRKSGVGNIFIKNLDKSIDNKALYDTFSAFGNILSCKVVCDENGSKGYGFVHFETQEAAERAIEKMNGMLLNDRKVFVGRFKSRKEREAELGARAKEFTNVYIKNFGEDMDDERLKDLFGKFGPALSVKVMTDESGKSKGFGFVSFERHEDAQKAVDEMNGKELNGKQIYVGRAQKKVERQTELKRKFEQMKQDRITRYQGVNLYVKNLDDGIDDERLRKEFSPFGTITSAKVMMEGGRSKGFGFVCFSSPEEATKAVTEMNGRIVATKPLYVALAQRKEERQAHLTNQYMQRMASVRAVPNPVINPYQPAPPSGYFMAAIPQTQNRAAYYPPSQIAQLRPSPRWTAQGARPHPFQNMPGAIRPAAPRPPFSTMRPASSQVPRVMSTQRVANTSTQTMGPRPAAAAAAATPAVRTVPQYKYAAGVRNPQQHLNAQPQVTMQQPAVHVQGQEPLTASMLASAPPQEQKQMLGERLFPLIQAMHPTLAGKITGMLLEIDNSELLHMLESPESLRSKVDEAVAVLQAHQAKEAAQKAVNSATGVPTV
NadD inh: inhibitors of S. aureus NadD, primary screen, biochemical, colorimetric, uHTS. purified NadD enzyme, colorimetric absorbance read-out. Nicotinate-nucleotide adenylyltransferase NadD (Staphylococcus aureus N315). 360,000 tested, 0.78% active. inhibition, % at 20 µM; in the data active means inhibition above about 26%; further: some compounds past the cut are filed as inactive
Neddyl block: inhibitors of cullin neddylation, primary screen, biochemical, TR-FRET, uHTS, NAE and Ubc12; NEDD8-conjugating enzyme Ubc12 (Homo sapiens) + NEDD8-activating enzyme E1 regulatory …; calls only at 25 µM; 360,000 tested, 0.58% active; in the data active means inhibition above about 36%
Rin1 Abl inh: inhibitors of Rin1-Abl protein binding, primary screen, biochemical, TR-FRET | Tyrosine-protein kinase ABL1 (Homo sapiens) + Ras and Rab interactor 1 (Homo sapiens), … | inhibition, % at 7.35 µM | 360,000 tested, 0.4% active; in the data active means inhibition above about 5%, passing the limit was not always enough
Rpn11 block: Rpn11 (PSMD14) deubiquitinase inhibitors, primary screen, biochemical, fluorescence polarization, uHTS; 26S proteasome non-ATPase regulatory subunit 14 (Homo sapiens), O00487; human 26S proteasome, Ub4-pepOG fluorescence polarization; 20S core pre-blocked with epoxomicin; calls only at 20 µM; 360,000 tested, 0.59% active; AID 588493, 2011;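 active means inhibition at 20 µM, scaled to each plate's controls, above about 33%, limit read from the data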
MT1-MMP act inh: blockers of MT1-MMP proenzyme processing, primary screen, HT1080 RFP-PRO-GFP cells, GFP/RFP fluorescence; GFP/RFP ratio fluorescence, overnight; percent of plate control window, DMSO zero; GFP/RFP ratio change, % at 20 µM; 360,000 tested, 0.061% active; Matrix metalloproteinase-14 (Homo sapiens), P50281;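 active means GFP/RFP ratio change of at least 30% with cell ATP level not reduced by more than half and red fluorescence within 50% of control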; further: strong numbers were not always called active
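Assay system: HT1080 RFP-PRO-GFP cells | Dosing: 20 µM single dose, 1% DMSO | Incubation: Cells overnight before dosing, compound overnight, 37 °C, 5% CO2 | Evaluation: GFP/RFP fluorescence ratio | Control set: DMSO-only wells and HT1080 RFP-L50D-GFP cell wells as references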
CSN inh: inhibitors of CSN-mediated cullin deneddylation, primary screen, biochemical, fluorescence polarization, uHTS; inhibition, % at 12.5 µM; 360,000 tested, 0.38% active; Purified CSN, SCF-Nedd8-OG deneddylation;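 active means pattern-corrected inhibition above about 35%, with an unprinted fluorescence ratio check between 0.5 and 1.5, limit read from the data, passing the limit was not always enough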;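 further: 0% = enzyme with substrate and 100% = substrate without enzyme; some results filed as inactive read as strong as hits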
Target sequence (Q92905 whole entry, looked up, one chain of several): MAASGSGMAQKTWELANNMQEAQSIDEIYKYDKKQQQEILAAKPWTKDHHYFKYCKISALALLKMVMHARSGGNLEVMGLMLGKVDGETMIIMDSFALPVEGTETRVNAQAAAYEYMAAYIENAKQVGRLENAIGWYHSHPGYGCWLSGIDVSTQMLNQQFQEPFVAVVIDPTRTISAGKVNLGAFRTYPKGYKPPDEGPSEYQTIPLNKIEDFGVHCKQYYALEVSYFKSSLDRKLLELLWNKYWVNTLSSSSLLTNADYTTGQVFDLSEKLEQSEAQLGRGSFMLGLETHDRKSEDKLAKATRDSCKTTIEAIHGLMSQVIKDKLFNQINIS
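Assay system: purified human Csn5 enzyme expressed in HEK293T cells; measure: % inhibition; also added: SCFSkp2-Nedd8OG substrate at 10 nM final; technique: fluorescence polarization; times: reaction 90 min, room temperature; medium: Tris buffer pH 7.5, NaCl, DTT, Tween-20, trehalose, ovalbumin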
SKN-1 inh: suppressors of acrylamide-induced Pgst-4::GFP reporter in worms, primary screen, SKN-1 inhibitor project, whole organism, uHTS, GFP/RFP fluorescence ratio, strain VP596; C. elegans VP596 Pgst-4::GFP/RFP ratio, 24 h; 360,000 tested, 0.49% active; inhibition, % at 21.8 µM;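 active means interference check ratio from 0.5 to 1.5 plus GFP to RFP signal ratio inhibition reaching or exceeding a fixed threshold, cut at about 30% in these data, passing the limit was not always enough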; further: some compounds called inactive have numbers as strong as hits
FAS-TE inh: FAS thioesterase domain inhibitors, primary screen, biochemical, fluorescence intensity, uHTS. Fatty acid synthase (Homo sapiens), P49327. recombinant FAS-TE, OMFH fluorogenic substrate, fluorescence endpoint. 360,000 tested, 0.67% active. AID 602261, 2012. inhibition, % at 15 µM;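 active means compounds whose normalised, plate-corrected inhibition of enzyme fluorescence in the single-dose primary screen is 50% or more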;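 further: 0% = DMSO with enzyme and 100% = substrate without enzyme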
Starred values were filed as active, the others as inactive; i = inactive; . = not tested or not shown; + = active, no number.

SMILES	PABP1 MLLE inh	NadD inh	Neddyl block	Rin1 Abl inh	Rpn11 block	MT1-MMP act inh	CSN inh	SKN-1 inh	FAS-TE inh
COc1ccc(OC)c(S(=O)(=O)N2CCCC2C(=O)N2CCc3ccccc3C2)c1 (stereo not drawn)	9	-3	i	2	i	1	2	2	-7
O=S(=O)(Nc1ccccc1N1CCCCC1)c1ccccc1	4	-4	i	4	i	-3	-3	1	29
O=C(Nc1ccc(C(F)(F)F)cc1)c1cccnc1N1CCOCC1	-8	-4	i	3	i	-2	1	10	-1
Cc1ccc(S(=O)(=O)N(C)C)cc1NC(=O)c1cccs1	-14	-5	i	0	i	0	4	-11	-4
COc1ccc(S(=O)(=O)N/N=C(/C)c2ccncc2)c(OC)c1	0	-2	i	-1	i	5	8	1	-7
O=C(N/N=C/c1ccc(-c2cccc([N+](=O)[O-])c2)o1)c1ccccc1O	-19	26	i	1	i	3	13	14	4
CC(C)Oc1ccc(CN2CCC2(C)C(=O)NCc2ccc(C(F)(F)F)cc2)cc1 (stereo not drawn)	0	1	i	3	i	-5	-7	14	34
CC(=O)Nc1cccc(NC(=O)CSc2nnc3ccc(-c4cccnc4)nn23)c1	-13	-1	i	-4	i	1	6	-14	-9
CCC(C)C(NC(=O)c1ccccc1)C(=O)N1CCN(C(=O)c2ccccc2)CC1 (stereo not drawn)	5	7	i	-2	i	0	-5	6	-5
O=C1C2CCCN2C(=S)N1c1ccccc1 (stereo not drawn)	21	-4	i	3	i	-3	2	-15	-7
COc1ccc(NC(=O)CSc2nc3nc(-c4cccs4)cc(C(F)(F)F)c3c(=O)[nH]2)c(OC)c1	-9	40*	+	-2	i	5	-4	-2	6
COc1ccc(Cl)cc1Cn1c(C)c(C(=O)NCc2ccc(C#N)cc2)sc1=O	-1	-6	i	0	i	-1	2	1	24
Cc1occc1-c1nnc(SCC(=O)c2ccc(F)cc2)o1	-16	-5	i	-6	i	5	0	-7	6
O=C(COC(=O)c1ccco1)NCc1ccco1	11	-1	i	0	i	7	-1	23	-7
Cc1c(C(=O)NC(=S)NCC(C)C)oc2ccccc12	18	0	i	-3	i	-3	-17	3	-5
CC1CCN(CC(=O)NC(=O)NCc2ccccc2)CC1	8	1	i	-4	i	0	-4	1	-5
Cc1nc2ccc(Cl)cc2nc1C	-9	-2	i	1	i	1	-1	-1	-1
Cc1ccc(CN(C)C[C@H]2OCc3cnnn3CCCC(=O)N([C@@H](C)CO)C[C@@H]2C)cc1	-6	2	i	-4	i	0	-4	-2	-4
CCOC(=O)N1CCN(C(=O)CCSc2ccccc2)CC1	1	4	i	1	i	0	3	-1	-4
O=C(CN1C(=O)NC2NC(=O)NC21)N/N=C/c1ccccc1O (stereo not drawn)	9	-4	.	-1	i	2	-3	-7	-3

Pulled one by one from the entries so far (4):
SMILES	PABP1 MLLE inh	NadD inh	Neddyl block	Rin1 Abl inh	Rpn11 block	MT1-MMP act inh	CSN inh	SKN-1 inh	FAS-TE inh
O=C(CN1C(=O)NC2NC(=O)NC21)N/N=C/c1ccccc1O (stereo not drawn)	9	-4	.	-1	i	2	-3	-7	-3
Cc1c(C(=O)NC(=S)NCC(C)C)oc2ccccc12	18	0	i	-3	i	-3	-17	3	-5
CC1CCN(CC(=O)NC(=O)NCc2ccccc2)CC1	8	1	i	-4	i	0	-4	1	-5
Cc1occc1-c1nnc(SCC(=O)c2ccc(F)cc2)o1	-16	-5	i	-6	i	5	0	-7	6

Further records follow.
SMILES	PABP1 MLLE inh	NadD inh	Neddyl block	Rin1 Abl inh	Rpn11 block	MT1-MMP act inh	CSN inh	SKN-1 inh	FAS-TE inh
O=C(Nc1ccccc1F)c1cc(S(=O)(=O)N2CCOCC2)ccc1N1CCOCC1	1	-6	i	1	i	-1	-1	3	0
Cc1noc(C)c1CC(=O)Nc1ccc2c(c1)OCO2	-5	-5	i	0	i	5	2	4	-3
CC(=O)c1ccc(-c2cc([C@H]3[C@H]4C=CC[C@@H](C)[C@@H]4C(=O)N3Cc3ccccc3)ccc2F)cc1	-3	0	i	2	i	-8	3	6	24
CCOC(=O)c1c(-c2ccccc2)csc1NC(=O)C(C)NCc1ccco1 (stereo not drawn)	-22	9	i	4	i	-8	-1	4	44
NC(=O)Cn1cc(/C=N\NS(=O)(=O)c2cccc([N+](=O)[O-])c2)c2ccccc21	-41	-2	i	2	i	0	-1	11	20
COc1ccc(C2CC(=O)c3c(C)nc(N4CCN(Cc5ccccc5)CC4)nc3C2)cc1OC (stereo not drawn)	-6	8	i	1	i	2	3	-13	2
COCCN(C(=O)COC(=O)Cc1c[nH]c2ccccc12)c1c(N)n(Cc2ccccc2)c(=O)[nH]c1=O	-1	-1	i	2	i	-1	5	-14	-6
COc1ccc(CN2C3CCCC2CC(NC(=O)/C=C/c2ccccc2)C3)cc1 (stereo not drawn)	4	-13	i	3	i	6	2	3	-6
O=S(=O)(c1ccccc1)N1CCN(C(=S)Nc2ccccc2)CC1	-79	-3	i	1	i	1	3	4	1
CCN(CC(=O)NCc1cccs1)C(=O)c1cc(S(=O)(=O)N2CCOCC2)ccc1C	-94	3	i	-5	i	-3	4	19	-3
CN(C)CCNC(=O)c1cccc(-c2cccc3nccn23)c1	-9	6	i	-5	i	1	1	9	-4
COc1ccc(S(=O)(=O)Nc2ccc(C(N)=O)cc2)cc1C(=O)N1CCCCCC1	-4	-4	i	-1	i	2	5	14	-6
COc1cc(C(=O)n2nc(C)cc2C)ccc1O	2	-5	i	-1	i	13	-1	-5	-13
O=C(/C=C/c1ccccc1)OCCN=C1NS(=O)(=O)c2ccccc21	-6	1	i	0	i	0	1	-1	0
Cc1ccc2ncnc(NCCCCCC(=O)O)c2c1	-17	-4	i	2	i	-5	-8	9	-1
Cc1ccc(C(=O)Nc2ccc(C(=O)N/N=C/c3ccccn3)cc2)cc1	-4	1	i	0	i	4	5	9	0
Cc1c(C(=O)N(C)Cc2ccccc2)oc2c(Cl)cccc12	10	-2	i	0	i	3	-4	7	18
COc1cccc(C(=O)NCC(=O)OCC(=O)Nc2ncc(Cl)cc2Cl)c1	-5	-5	i	0	i	-1	-1	-6	-1
COc1ccc(Cl)cc1NC(=S)NNC(=O)c1cccs1	30	4	i	3	i	2	0	0	-3
COc1cc(NC(=O)c2ccco2)c(OC)cc1NC(=O)CCC(=O)Nc1cccc(C)c1C	6	-5	i	-3	i	2	-1	-14	-4
Nc1nc(Nc2ccccc2)nc(N2CCCC2)c1[N+](=O)[O-]	-5	-2	i	3	i	-9	1	3	6
O=S(=O)(Nc1nc2ccccc2s1)c1ccc(Cl)nc1	-7	-6	i	1	i	.	-5	-8	2
Nc1cc(C(F)(F)F)ccc1NCCc1ccccn1	10	1	i	-2	i	2	-5	6	2
Cc1cccc(/C=N/n2c(-c3cc(-c4ccccc4)n[nH]3)n[nH]c2=S)c1	-31	14	i	-6	i	6	0	1	3
O=C(c1ncn[nH]1)N1CCN(c2nc(-c3ccccc3)cs2)CC1	-33	9	i	0	i	-1	10	-3	-134
Nc1ccc(S(=O)(=O)NC2=NCCCCC2)cc1	-10	-4	i	-3	i	5	3	3	-8
CC1(C)C2CCC1(C)C(OC(=O)c1ccc(O)cc1)C2 (stereo not drawn)	-15	-2	i	0	i	-10	9	11	31
COc1cccc(N2CCN(C(=O)c3cc4cc(Cl)ccc4[nH]3)CC2)c1	-27	4	i	0	i	-1	-1	4	15
COc1ccc(C(=O)NC(=S)N2CCOCC2)cc1Br	-25	-3	i	3	i	3	4	-8	-7
Cc1ccc(NS(=O)(=O)c2ccc(-n3cccn3)cc2)c(Cl)c1	3	-6	i	-5	i	1	3	19	3
Cc1cccc2nc(CSc3nc4cc([N+](=O)[O-])ccc4s3)cn12	-106	7	i	-2	i	-4	0	11	32
COc1ccc([N+](=O)[O-])cc1NC(=O)c1ccc(C)o1	-5	-3	i	-3	i	-1	-7	4	12
CC(CC(=O)Nc1ccccc1)n1ccnc1 (stereo not drawn)	0	0	i	-2	i	-5	-2	18	-6
Cc1nc2c(cnn2-c2ccccc2Cl)c(=O)n1-c1ccc(N2CCC(C)CC2)cc1	4	0	i	2	i	-1	-1	23	17
O=C(N/N=C/c1ccc(OC(=O)c2cccs2)cc1)c1cccc(F)c1	-3	3	i	-6	i	5	9	6	-1
Cc1ccc(NC(=O)c2ccc3c(c2)OCCO3)cc1	-4	-3	i	-3	i	6	-2	-2	-3
CC(/C=C/c1ccc2c(c1)OCO2)=N\NC(=O)COc1ccccc1C	-10	-5	i	-1	i	-4	7	-2	-2
COc1ccc(Cc2c(N)nc(N)nc2N)cc1	-15	-7	i	3	i	3	1	-1	-5
COc1ccc(-c2noc(CCCOc3ccccc3)n2)cc1OC	7	-11	i	1	i	1	-1	1	-24
Cc1cccc(-c2nc(CS(=O)CC(=O)N3CCCCC3)c(C)o2)c1 (stereo not drawn)	21	1	i	-3	i	2	-8	0	-4
CCOC(=O)c1c(C)cc(O)cc1O	-2	4	i	0	i	-2	0	-7	-1
CCOC(=O)CN(c1ccccn1)S(=O)(=O)c1ccc(OC)cc1	5	-2	.	4	i	3	-12	-3	-1
O=C(NCC(=O)N1CCC2(CC1)NCCc1[nH]cnc12)c1ccc2ccccc2c1	-15	-9	i	0	i	4	-1	6	-7
CCOc1ccc(C(c2c(NC(=O)c3ccco3)sc(C)c2C)N2CCOCC2)cc1 (stereo not drawn)	28	8	i	1	i	0	2	-8	37
CN1CCN(c2ccc(-c3cc(NC=O)c4ncc(-c5ccc(F)cc5)n4c3)cc2)CC1	-61	9	i	-7	i	-12	3	0	6
COc1ccc(-n2nc(C(=O)NCC(=O)NCc3ccco3)c3ccccc3c2=O)cc1	12	7	i	4	i	3	-3	13	-4
Cc1c(NC(=O)CN(C)CC(=O)Nc2ccc(F)c(F)c2F)c(=O)n(-c2ccccc2)n1C	5	3	i	5	i	2	-3	-2	-2
COc1ccc(S(=O)(=O)NCc2ccccn2)cc1	12	3	i	2	i	0	-5	9	0
CN1CC2(C)OC(=O)C(Cl)=C2CC1c1ccccc1 (stereo not drawn)	3	-2	i	6.2*	i	-2	-6	14	-5
Cc1ccc(NC(=S)NC(=O)c2c(-c3ccccc3Cl)noc2C)cc1	26	-17	i	2	i	-6	3	27	29
CN(CCc1ccccn1)C(=O)CCC1CCCN(C(=O)NC2CCCCC2)C1 (stereo not drawn)	13	-2	i	4	i	-2	6	0	-5

No new results follow: entries from further up.
SMILES	PABP1 MLLE inh	NadD inh	Neddyl block	Rin1 Abl inh	Rpn11 block	MT1-MMP act inh	CSN inh	SKN-1 inh	FAS-TE inh
CCOC(=O)c1c(C)cc(O)cc1O	-2	4	i	0	i	-2	0	-7	-1
CCOC(=O)CN(c1ccccn1)S(=O)(=O)c1ccc(OC)cc1	5	-2	.	4	i	3	-12	-3	-1

High-throughput results: PubChem, several laboratories

Compounds as they come. About 3.9% of those tested had a hit in this group.
